Screening data from PubChem BioAssay.
tim23-1 inh = tim23-1 yeast growth inhibition. inhibition, % at 20 µM. S. cerevisiae tim23-1 growth, BacTiter-Glo luminescence, 24 h. 330,000 compounds, 1.3% hits;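 active means growth inhibition of the mutant yeast at or above 50%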;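 further: temperature-sensitive mutant grown at 25 °C; plate controls were DMSO-treated mutant yeast for no effect and medium wells lacking yeast for full effect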
Mdm2-MdmX inh = disrupts the human Mdm2-MdmX interaction. O15151+Q00987. SaOS-2 split-luciferase Mdm2/MdmX complementation, luminescence. inhibition, % at 8 µM. 330,000 compounds, 3% hits;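 active means inhibition of at least 50% at 8 µM in the primary screen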
Jurkat NFkB inh = inhibitors of the PMA/ionomycin-induced NF-kB reporter in Jurkat cells; PMA/ionomycin-induced NF-kB luciferase reporter, luminescence; inhibition, % at 4 µM; 330,000 compounds, 0.53% hits; AID 435003; in the data active means inhibition above about 50%
CHOP UPR activ = apoptotic UPR (CHOP) activation | CHO-CHOP luciferase reporter, luminescence; percent of tunicamycin response over DMSO baseline | activation, % at 10 µM | 330,000 compounds, 0.34% hits | AID 449763;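 active means at 10 µM dose, activation of 40% or more, normalized to positive control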;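 further: 100% = tunicamycin at 10 µg/mL and 0% = DMSO alone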
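Material: CHO-CHOP cells, stable luciferase reporter of PERK-eIF2a-CHOP signalling; quantity: 500 reporter cells seeded per well; buffer or medium: F12 medium containing 10% fetal bovine serum; compound: one dose, 10 µM in 0.5% DMSO; incubation: 6 h compound treatment, 37 °C; measured by: Steady-Glo luciferase luminescence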
XBP1 UPR activ = adaptive UPR (XBP1) activation; activation, % at 20 µM; 330,000 compounds, 0.33% hits; AID 463104; CHO-XBP1 luciferase reporter, IRE1-XBP1 UPR activation, luminescence; percent of tunicamycin response, DMSO as zero;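 active means versus positive control, 20 µM dose yields 30% or more activation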;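 further: 100% = tunicamycin at 10 µg/mL and 0% = DMSO only wells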
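Test system: CHO-XBP1 luciferase reporter cells | Buffer or medium: Serum-containing F12 medium, 10% FBS | Schedule: 6 h compound exposure at 37 °C, 5% CO2 | Detection: Steady-Glo luciferase glow luminescence, 10 min after reagent addition | Read-out basis: Activation, % of tunicamycin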
APJ antagonist = APJ receptor antagonism; P35414; CHO-K1 APJ beta-arrestin complementation, luminescence; inhibition, % at 20 µM; 330,000 compounds, 0.32% hits; AID 2521;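 active means inhibition above about 40% at 20 µM, limit read from the data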;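 further: cells challenged with 10 nM apelin-13 agonist together with compound; plate controls were apelin-13 plus DMSO wells for no effect and DMSO wells lacking apelin-13 for full effect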
Target sequence (P35414 whole entry, looked up): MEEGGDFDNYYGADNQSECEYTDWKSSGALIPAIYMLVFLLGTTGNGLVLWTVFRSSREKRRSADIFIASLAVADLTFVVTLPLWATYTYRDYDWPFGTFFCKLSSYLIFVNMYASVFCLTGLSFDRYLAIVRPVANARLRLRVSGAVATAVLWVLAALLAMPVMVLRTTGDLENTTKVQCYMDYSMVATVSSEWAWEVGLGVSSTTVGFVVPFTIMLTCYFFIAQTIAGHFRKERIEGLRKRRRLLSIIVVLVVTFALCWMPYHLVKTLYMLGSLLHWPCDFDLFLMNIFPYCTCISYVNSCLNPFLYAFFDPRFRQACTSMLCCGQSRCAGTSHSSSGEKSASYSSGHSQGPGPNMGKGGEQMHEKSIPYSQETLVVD
APJ ag = APJ receptor agonism; activation, % at 20 µM; CHO-K1 APJ PathHunter beta-arrestin, luminescence; 0% DMSO wells, 100% apelin; 330,000 compounds, 0.11% hits;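 active means activation more than six SD over the plate average, tested at 20 µM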;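 further: 0% = DMSO alone and 100% = apelin-13 at 10 nM; some results filed as inactive read as strong as hits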
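Test system: CHO-K1 APJ beta-arrestin complementation cell line. Amount: cell density 1000 per well. Controls: DMSO negative, 10 nM Apelin-13 positive. Signal: luminescent beta-gal fragment complementation, chemiluminescent substrate. Read-out basis: agonist-driven arrestin binding to APJ. Timing: compound stimulation 90 min at 25 °C, detection 60 min.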
697 NFkB inh = inhibitors of the PMA/ionomycin-induced NF-kB reporter in 697 B cells. 697 B-cell NF-kB luciferase reporter, 16 h. AID 435022. inhibition, % at 4 µM. 330,000 compounds, 0.33% hits; in the data active means inhibition above about 35%
Numbers without * were called inactive. This is a random part of the collection; about 5% have a hit in one of these screens.

Start of the data: the first 2 entries (preview)
SMILES | tim23-1 inh | Mdm2-MdmX inh | Jurkat NFkB inh | CHOP UPR activ | XBP1 UPR activ | APJ antagonist | APJ ag | 697 NFkB inh
O=C(NCc1cccnc1)c1csc2c1CCCC2 | -7 | 1 | 1 | 0.6 | -4 | 7 | 0 | -7
Cc1occc1C(=O)Nc1cccc([N+](=O)[O-])c1 | 7 | 20 | 5 | 0.7 | -2 | 8 | -5 | 24

All compounds of this part, repeating the preview:
SMILES | tim23-1 inh | Mdm2-MdmX inh | Jurkat NFkB inh | CHOP UPR activ | XBP1 UPR activ | APJ antagonist | APJ ag | 697 NFkB inh
O=C(NCc1cccnc1)c1csc2c1CCCC2 | -7 | 1 | 1 | 0.6 | -4 | 7 | 0 | -7
Cc1occc1C(=O)Nc1cccc([N+](=O)[O-])c1 | 7 | 20 | 5 | 0.7 | -2 | 8 | -5 | 24
C/C(=N\NC(=O)c1c(C)nc2ccccn12)c1ccccc1F | 1 | 7 | 0 | 3.1 | -8 | 0 | -1 | 1
COc1ccc(C2N(C(=O)c3ccccc3)CCN2C(=O)c2ccc(C)cc2)cc1 (centres undefined) | 12 | 2 | -8 | -2.3 | -2 | 15 | -3 | -9
CN1C(=O)N(C)C2(c3ccccc3)N(C(C)(C)C)C(=O)NC12c1ccccc1 (centres undefined) | 18 | 17 | -2 | -0.8 | -2 | -6 | -2 | 19
COc1ccccc1N1CCN(Cc2cc(=O)c(OCC#N)co2)CC1 | -9 | 9 | 3 | -1.6 | -5 | -28 | -1 | -18
Cc1cccc(-c2nc(CS(=O)CC(=O)NC3CCCC(C)C3C)c(C)o2)c1 (centres undefined) | 31 | -28 | 21 | 2.2 | -1 | 22 | -3 | 13
CCn1c(=N)n(CC(=O)C(C)(C)C)c2ccccc21 | 11 | 1 | 8 | -0.3 | -2 | 17 | -2 | -1
CCCCC(=O)Nc1ccc(NC(=S)NC(=O)CC(C)C)cc1OC | 28 | 30 | -4 | 0.7 | 0 | -5 | 0 | -13
O=C(COC(=O)C1CC(O)CN1S(=O)(=O)c1ccccc1[N+](=O)[O-])c1ccc[nH]1 (centres undefined) | -9 | 20 | -12 | -0.6 | -2 | 5 | -1 | 12
O=C(NCC1CCN(C(=O)c2ccc([N+](=O)[O-])cc2)CC1)C(=O)Nc1ccccc1 | -11 | 17 | 9 | -0.9 | 4 | 10 | -3 | 18
CCSc1nc2ccccc2n1CC(=O)O | 9 | -15 | 7 | -0.5 | 1 | -5 | 0 | 9
CCOC(=O)c1c(C)[nH]c(C(=O)NCCc2ccc(OC)c(OC)c2)c1C | 19 | 10 | -17 | 0.5 | 4 | -5 | 1 | 4
COCCOc1ccc(C(F)(F)F)cc1NC(=O)c1ccccc1F | -3 | -7 | -9 | 4.1 | -2 | -11 | -2 | 2
O=C(Nc1ccnn1C1CCN(Cc2cccc(OCCO)c2)CC1)c1cccc(F)c1 | -3 | 25 | 12 | -0.5 | -2 | 12 | 0 | -1
CC(C)(C)OC(=O)N[C@@H](COCc1ccccc1)C(=O)N[C@@H](CO)[C@H](O)[C@@H]1C[C@@H]1C(=O)NC1CC1 | 10 | 18 | 8 | -1.3 | -2 | -10 | -5 | 6
COc1ccc(/C(N)=N/OC(=O)Cc2ccccc2OC)cc1 | 20 | -11 | -17 | 2.4 | 1 | 1 | 1 | -35
O=C(CNC(=O)c1ccccc1Cl)Nc1ccncc1 | -14 | 8 | 18 | -0.7 | -4 | 1 | -4 | 10
O=C(CSc1nc2ccccc2s1)NCc1ccc2c(c1)OCO2 | 20 | -12 | 0 | 0.7 | -1 | 4 | -2 | 25
CC(=O)N1CCN(C(=O)c2ccc(S(=O)(=O)Nc3ccccc3F)cc2)CC1 | 3 | 2 | -5 | -1.1 | -2 | 7 | -4 | 24
CCCCCCCNC(=O)C1(CC2CC(c3cccc(Br)c3)=NO2)CCN(C(=O)OC(C)(C)C)CC1 (centres undefined) | 18 | -3 | -10 | -0.5 | -1 | -1 | -2 | 5
CC1(c2nnc(Cc3ccccc3)o2)CC(c2ccc(Cl)cc2)=NO1 (centres undefined) | 9 | -1 | 19 | 2.1 | -1 | 8 | 4 | 13
O=C(COc1ccc(Cl)cc1)NCc1ccc(F)cc1 | 12 | -12 | 16 | 3.6 | 0 | 2 | 0 | -10
COCC1CCN(Cc2nc(COc3ccccc3)no2)C1 (centres undefined) | 3 | 0 | -1 | -1.8 | 0 | -6 | -1 | 18
Cc1ccc(O)c(NC(=O)c2ccco2)c1 | -4 | 21 | -14 | 4.2 | 1 | -19 | -5 | -80
CN1CCN(c2ccc([N+](=O)[O-])cc2C(=O)N2CCCCC2)CC1 | 12 | -41 | 3 | 0.0 | 1 | -3 | -2 | 15
Fc1cccc(/C=N/Nc2ccc(Cl)nn2)c1 | 23 | -47 | -32 | 3.8 | 1 | -19 | -3 | -23
CC1CCN(C(=O)CN2C(=O)NC3(CCCCCC3)C2=O)CC1 | -8 | 17 | 0 | -1.0 | -1 | 11 | -3 | 23
CC(C)c1ccc(N(CCc2ccccn2)C(=O)C(C)(C)C)cc1 | 24 | -15 | -18 | 1.2 | -2 | 10 | -2 | -6
O=C(CSc1nnc(-c2ccc(Cl)cc2)n1Cc1ccco1)Nc1ccc2c(c1)OCCO2 | 27 | -26 | 8 | 1.0 | -3 | -4 | 0 | -15
Cc1c(C(=O)OC(C)CCN(C)C)oc2ccccc12 (centres undefined) | -4 | 16 | -9 | -0.2 | 2 | 10 | 1 | 12
C=CCNC(=O)c1ccc(-c2nc(-c3ccc(Cl)c(Cl)c3)cs2)cc1 | -10 | 52* | 7 | 6.3 | 7 | 2 | -2 | -146
CC(C(=O)NCc1ccccc1)N1C(=O)CN(C)C(=O)c2ccccc21 (centres undefined) | 2 | 9 | -11 | 0.7 | -2 | -13 | -2 | -9
Cc1ccc(N2C(=O)CC(Sc3ncccc3C(=O)O)C2=O)cc1 (centres undefined) | 0 | 8 | -11 | 0.1 | 0 | 1 | 0 | 13
CCc1cccc(C)c1NC(=O)C1=C(C(=O)O)CCCC1 | 12 | 14 | 4 | 1.4 | -4 | -3 | 1 | 8
CN1C(=O)c2ccccc2N(C)C1c1cccc(O)c1 (centres undefined) | -1 | 7 | 2 | -0.2 | -1 | -1 | 0 | -1
CCn1c(=O)n(CC)c2cc(NC(=O)C(C)c3ccccc3)c(Br)cc21 (centres undefined) | 15 | 23 | -14 | -0.6 | -1 | -2 | -3 | 6
CCOc1ccc(NS(=O)(=O)c2ccc(Cl)c(C(=O)N(C)Cc3cccnc3)c2)cc1 | -6 | -16 | 7 | -1.6 | -3 | 6 | -1 | 13
COC(=O)c1c(C)[nH]c(C(=O)C(C)OC(=O)c2c(C)noc2C)c1C (centres undefined) | 15 | -12 | -7 | -0.4 | -3 | -26 | 3 | -28
O=C(CN1CCN(S(=O)(=O)/C=C/c2ccccc2)CC1)NCC(F)(F)F | 7 | 1 | 5 | -0.4 | -7 | 3 | -1 | -5
CC(C)(C)C(=O)Cn1c(=N)n(Cc2ccccc2Cl)c2ccccc21 | 15 | 24 | 4 | -1.9 | -3 | 11 | -4 | 2
Cc1ccc(S(=O)(=O)N(C)C)cc1NC(=O)c1ccc2ccccc2n1 | -2 | -11 | -23 | 1.0 | 5 | -10 | -1 | -10
Cc1ccc(-c2ccc(C#N)c(=O)n2CC(=O)N(C)C)cc1 | -3 | 14 | -6 | -1.6 | -4 | -9 | -1 | 3
Cc1ccc(Oc2ccccc2)c(NC=O)c1 | 16 | -20 | -6 | 1.2 | 0 | 2 | 2 | -35
CC[C@@H]1C=C(C(=O)O)[C@H](c2cccc(C)c2)N1S(=O)(=O)c1ccc(C)cc1 | 20 | -7 | 12 | 1.4 | 2 | 9 | -1 | 15
CN1CCN(C(=S)c2cn(CCOc3ccccc3)c3ccccc23)CC1 | 13 | -32 | -9 | 0.9 | 8 | 20 | -3 | 2
CC/C(=N/N=C(/CC)c1ccc(O)cc1)c1ccc(O)cc1 | 27 | 15 | 10 | -1.0 | 0 | -4 | -3 | 12
COc1cc2c(cc1OC)-c1cc(Nc3ccc(C)cc3)nc(=O)n1CC2 | 11 | 39 | -2 | 3.2 | 10 | 22 | -1 | 22
CCc1ccccc1N1CCN(S(=O)(=O)c2ccc(F)c(C)c2)CC1 | 10 | 19 | -5 | -1.8 | -1 | 0 | 6 | -41
Cc1cccc(C(=O)O/N=C(\N)CS(=O)(=O)c2ccccc2)c1 | 9 | 44 | 1 | 1.1 | 0 | -33 | 3 | -7
COC(=O)Nc1nc(C)c(C(=O)c2ccccc2)s1 | 6 | 29 | 11 | 0.5 | 0 | 0 | 0 | -21
CCOC(=O)c1ccc(NC(=O)C(=O)NCC2CCCO2)cc1 (centres undefined) | 12 | 16 | -9 | 2.9 | 0 | -11 | -2 | -26
C(=N\Nc1nc2ccccc2[nH]1)/c1cccc2nccnc12 | 36 | 74* | 5 | 8.2 | 15 | -17 | 3 | -341
O=C(Nc1ccccc1-c1ccccc1)C(c1ccccc1)c1ccccc1 | -3 | -6 | 23 | 0.2 | 0 | 11 | -2 | -18
O=C(CCNC(=O)c1ccc(Cl)cc1)NNC(=O)c1ccc(F)cc1 | 16 | 30 | 10 | 0.0 | 0 | 10 | -4 | 4
O=C(N/N=C/c1ccco1)/C(=C/c1cccc([N+](=O)[O-])c1)NC(=O)c1ccccc1 | 14 | 4 | 0 | -1.1 | -2 | 10 | -4 | 18
Cc1noc(C)c1NC(=O)N(C)C[C@H]1Oc2ccc(NC(=O)Nc3ccccc3)cc2C(=O)N([C@H](C)CO)C[C@@H]1C | -3 | 9 | -4 | 1.0 | -2 | 14 | -5 | 4
c1cncc(C2OCC3(CO2)COC(c2cccnc2)OC3)c1 (centres undefined) | 7 | -4 | 10 | 0.3 | -2 | 3 | -3 | 12
COC(=O)C1(CO)NC(c2cccs2)C2C(=O)N(c3ccccc3)C(=O)C21 (centres undefined) | 15 | 14 | -10 | -1.5 | -1 | -1 | 4 | 17
CCOC(=O)CN1C(=O)C(O)=C(C(C)=O)C1c1ccc(F)cc1 (centres undefined) | -1 | 14 | 0 | -0.7 | -5 | 2 | 1 | 13
C#CC(C)(C)NC(=S)NC1CC2C=CC1C2 (centres undefined) | 9 | -8 | 2 | -0.3 | 2 | 19 | -1 | -8
C=CCOc1ccc(C2C(C(=O)c3ccco3)=C(O)C(=O)N2c2nnc(C)s2)cc1 (centres undefined) | -20 | 5 | -22 | 0.7 | -1 | 13 | 2 | 4
O=C(NCNC(=O)c1ccccc1)c1ccccc1 | 25 | 8 | 11 | -1.8 | 2 | 1 | 3 | 3

Compound profiles, as listed above.
c1cncc(C2OCC3(CO2)COC(c2cccnc2)OC3)c1 (centres undefined) across the screens: tim23-1 inh: 7; Mdm2-MdmX inh: -4; Jurkat NFkB inh: 10; CHOP UPR activ: 0.3; XBP1 UPR activ: -2; APJ antagonist: 3; APJ ag: -3; 697 NFkB inh: 12
CCOC(=O)CN1C(=O)C(O)=C(C(C)=O)C1c1ccc(F)cc1 (centres undefined) across the screens: tim23-1 inh: -1; Mdm2-MdmX inh: 14; Jurkat NFkB inh: 0; CHOP UPR activ: -0.7; XBP1 UPR activ: -5; APJ antagonist: 2; APJ ag: 1; 697 NFkB inh: 13
O=C(N/N=C/c1ccco1)/C(=C/c1cccc([N+](=O)[O-])c1)NC(=O)c1ccccc1 across the screens: tim23-1 inh: 14; Mdm2-MdmX inh: 4; Jurkat NFkB inh: 0; CHOP UPR activ: -1.1; XBP1 UPR activ: -2; APJ antagonist: 10; APJ ag: -4; 697 NFkB inh: 18
